Bioassay records as filed in PubChem.
S3 lipid droplet = qHTS Assay for Lipid Storage Modulators in Drosophila S3 Cells; Drosophila S3 cells, BODIPY lipid droplet fluorescence, 18-24 h; cells fed with added oleic acid; lipid storage change, negative = inhibition, % at the top dose, mostly 46.1 µM; hits show Potency in µM; 0.64% of 320,000 active; active = well fitted inhibition curve with a large enough effect in the signal ratio, with a control signal flat, not every such curve was filed as active; inconclusive = small, poorly fitted or top-dose-only effect, or effect the other way, or a change in a side signal; the % refers to the signal ratio
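Laser-scanning cytometry quantifies lipid droplet accumulation (500–530 nm total intensity; droplet/cell object ratio) in oleic acid-fed (400 uM added) Drosophila S3 cells treated with a concentration series. 20 uM Triacsin C defined 100% inhibition.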
S3 lipid droplet cell count max = recorded beside S3 lipid droplet, whose call it bears; cell number change, %; measured here: cell count max response;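 cells counted by Cell Tracker Red CMTPX staining in the red channel; peak over a dose series mostly up to 46.1 µM; percent activity relative to internal control wells on each plate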
The depositor's hits bear a star; i = inactive; ? = inconclusive; . = not tested or not shown; & = joins results of further samples. % is scaled to controls: 0 for no effect and ±100 for the full control effect; potency is read from the fitted curve at half-maximal effect. A portion of the library; the hit share may differ from the screen's.

Order of results – S3 lipid droplet	S3 lipid droplet cell count max
> N#CCC(=O)Nc1ccc(C(=O)OCC(=O)c2ccc3c(c2)NC(=O)CO3)cc1
  5.1%	1.8
> O=C(CCN1C(=O)S/C(=C/c2ccccc2)C1=O)Nc1ccc(O)c(C(=O)O)c1
  i	-1.4
> O=[N+]([O-])c1cc([N+](=O)[O-])c(N2CCCCCC2)cc1NCCO
  -14.0%	-19.4
> O=C(CN1CCN(c2ccccc2)CC1)Nc1ccccc1C(F)(F)F
  ?	.
> Cc1cc(C)nc(N(C#N)CN2C(=O)c3ccccc3S2(=O)=O)n1
  ?	.
> COc1ccccc1C(=O)NC(=O)COC(=O)c1nc(Cl)ccc1Cl
  ?	.
> CC12CCC3C(CCC4N(CCO)CCC34C)C1CCC2O (centres undefined)
  i	2.6
> CCOC(=O)c1[nH]c2ccc(F)cc2c1NC(=O)CN1CCc2cc(OC)c(OC)cc2C1
  ?	.
> COc1ccc(OC2OC3COC(c4ccco4)OC3C(O)C2NC(C)=O)cc1 (centres undefined)
  15.3%	-0.3
> Cc1cc(=O)n2c3ccccc3n(CC(O)CN3CCCC3)c2c1C#N (centres undefined)
  -8.2%	-2.1
> CC(=O)Nc1ccc(NC(=O)N(c2ccccc2)c2ccccc2)cc1
  i	-2.4
> COC(=O)c1ccc(CSc2ccccc2C)o1
  -2.2%	2.8
> CC(C)(O)[C@@H]1Cc2c(ccc3ccc(=O)oc23)O1
  ?	.
> Cc1ccc2cc(C#N)c(N3CCN(C(=O)c4cccs4)CC3)nc2c1
  -12.0%	15.5
> Cc1cc(C(=O)Cn2nnc(-c3ccc(Cl)cc3)n2)c(C)n1-c1ccccc1
  15.4%	0.9
> Cc1c(NC(=O)C(C)OC(=O)CCC2CCCC2)c(=O)n(-c2ccccc2)n1C (centres undefined)
  ?	.
> CO/N=C/NC(=O)C1=NOC(CNc2ncc(C(F)(F)F)cc2Cl)C1 (centres undefined)
  ?	.
> Cc1nc2ccccn2c1C(=O)NC1CCCC1
  -2.1%	-4.9
> COc1ccc(C)cc1Cn1nnc2ccccc21
  ?	.
> COc1ccc(C)cc1-n1nnnc1SCc1cn2ccsc2n1
  ?	.
> CCC1CCc2sc(C(=O)N(C)CC(=O)Nc3ccc(N4CCOCC4)cc3)cc2C1 (centres undefined)
  i	.
> O=C(c1ccc2nccnc2c1)N1CCCC(Nc2ccc(F)c(F)c2)C1 (centres undefined)
  -24.7%	.
> CCc1ccccc1NC(=O)COC(=O)C1CC(=O)N(c2ccc(F)cc2)C1 (centres undefined)
  i	.
> COc1cc(Br)c(CNc2cc(C)ccc2C)cc1OC
  -9.9%	0.5
> O=C(Nc1ccc(F)cc1)c1c(Cl)nc2ccccn12
  ?	.
> COc1ccc2cc(C(c3nnnn3C3CCCC3)N3CCCCCC3)c3nnnn3c2c1 (centres undefined)
  7.5%	8.8
> CC(C)(C)C(=O)CSc1nc2ncc(Br)cc2[nH]1
  11.2%	-29.6
> CCCC(NCC(=O)Nc1cc(S(=O)(=O)N2CCOCC2)ccc1OC)c1ccccc1 (centres undefined)
  12.6%	-0.1
> Cc1nnc(SCC(=O)N2CCc3ccccc32)s1
  i	.
> Cc1nc2ccc(NC(=O)c3ccccc3)cc2s1
  ?	.
> Cc1n[nH]c(C)c1Cc1ccc(C(=O)O)cc1
  17.7%	.
> Cc1ccc(NC(=O)CSc2nc(O)cc(=O)n2C)cc1
  -2.8%	23.1
> O=C(CCC(=O)Nc1ccccc1)NNS(=O)(=O)c1ccccc1[N+](=O)[O-]
  ?	.
> Cc1ccc(-n2c(C)cc(C(=O)CN3CCOCC3)c2C)cc1
  ?	.
> O=C(CSC1=NC(=O)C(Cc2ccccc2)C(=O)N1)Nc1ncccn1 (centres undefined)
  -9.9%	0.1
> COCCNC(=O)c1oc2ccc3c(c2c1C)C(O)CC(C)(C)O3 (centres undefined)
  ?	.
> C=CCn1c(SCC(=O)Nc2ccc(C(=O)O)cc2)nnc1-c1cccnc1
  -5.3%	-6.5
> Cc1ccc2ccc3ccc(C)nc3c2n1
  ?	.
> CCN(CC)C(=O)CCc1nc2sc3c(c2c(=O)[nH]1)CCCC3
  ?	.
> O=C(Nc1cccc(Cl)c1)N1CCN(C/C=C/c2ccccc2)CC1
  ?	.
> O=C(CSc1nnc(SCc2ccccc2)s1)N/N=C/c1ccc(Cl)cc1Cl
  -2.8%	14.6
> CCCCN(CC)CCNC(=O)C1CCN(S(=O)(=O)c2cccc3nsnc23)CC1
  ?	.
> N/C(=N\C(=S)Nc1ccccc1)c1ccccc1
  12.8%	10.7
> C#CC(CC)(CC)NC(=O)Nc1ccccc1C(=O)OC
  ?	.
> CCCCCCCC1(C)NC(=O)N(CC(=O)Nc2cc(C)on2)C1=O (centres undefined)
  7.7%	5.3
> O=C1Nc2ccccc2OCc2c1cccc2[N+](=O)[O-]
  ?	.
> Cc1ccc(-n2c(C)nnc2SCC(=O)N(C)c2c(N)n(Cc3ccccc3)c(=O)[nH]c2=O)cc1
  ?	.
> CCOC(=O)c1sc(/N=C/Nc2nc(C)c(C(=O)OCC)s2)nc1C
  ?	.
> C#CCOCCOCCOCCNc1nc(N2CCN(C(=O)[C@H]([C@@H](C)CC)n3cc([C@@H](N)CO)nn3)CC2)nc(N2CCN(C(=O)[C@H]([C@@H](C)CC)n3cc([C@@H](N)Cc4ccc(O)cc4)nn3)CC2)n1
  -12.4%	-11.7
> Cc1ccc(S(=O)(=O)Nc2ccccc2C(=O)N2CCN(C)CC2)cc1
  -8.3%	.
> Cc1cc(C(=O)C(=O)N(C)C)c(C)n1-c1ccc([N+](=O)[O-])cc1
  -29.7%	.
> Cc1c(N(C)C(=O)c2ccco2)c(=O)n(-c2ccccc2)n1C
  ?	.
> CCC1(CC)N=C(c2ccccc2)C(=S)N1
  3.0%	13.2
> COc1ccc(NC(=O)CSc2nnc(-c3ccncc3)o2)c([N+](=O)[O-])c1
  ?	.
> Cc1ccccc1NC(=O)COc1coc(CN2CCCc3ccccc32)cc1=O
  ?	.
> CCO[C@H]1OC(C(=O)N2CCN(Cc3ccc4c(c3)OCO4)CC2)=C[C@@H](c2ccc(Br)cc2)[C@@H]1CCCO
  ?	.
> N/C(=N\NC(=O)c1ccccc1)c1cc2ccccc2oc1=O
  ?	.
> CC(=O)N1c2ccccc2NC2=C(C(=O)CCC2)C1c1ccc(F)cc1 (centres undefined)
  0.8%	1.8
> Cc1ccc(OCCC(=O)O)cc1
  ?	.
> COc1ccc(/C=C/C(O)=C(\C#N)c2nnc(N3CCOCC3)n2-c2ccccc2)cc1OC
  ?	.

Compounds from the list above with a COOH group, in the order listed:
Order of results – S3 lipid droplet	S3 lipid droplet cell count max
> O=C(CCN1C(=O)S/C(=C/c2ccccc2)C1=O)Nc1ccc(O)c(C(=O)O)c1
  i	-1.4
> Cc1n[nH]c(C)c1Cc1ccc(C(=O)O)cc1
  17.7%	.
> C=CCn1c(SCC(=O)Nc2ccc(C(=O)O)cc2)nnc1-c1cccnc1
  -5.3%	-6.5
> Cc1ccc(OCCC(=O)O)cc1
  ?	.

(more compounds)
Order of results – S3 lipid droplet	S3 lipid droplet cell count max
> CN(c1ccccc1)S(=O)(=O)c1cccc(NC(=O)CSc2ncc(C(F)(F)F)cc2Cl)c1
  ?	.
> Cc1ccc(S(=O)(=O)N2CCN(C(=O)Cc3ccsc3)CC2)c(C)c1
  0.1%	22.3
> COc1ccc(N(CC(=O)Nc2cc(C)ccc2C)S(=O)(=O)c2c(C)nn(C)c2C)cc1
  21.4%	0.7
> O=C(Cn1nnc(-c2ccccc2)n1)NNC(=O)c1ccc(Br)cc1
  ?	.
> O=C(c1ccc(F)cc1)N1CCOCC1
  14.5%	14.1
> O=C(CCC(=O)c1ccc(Oc2ccccc2)cc1)Nc1cccc(Cl)c1
  -13.0%	-24.2
> CC1CCCCC1NC(=O)Cn1nnc2ccccc2c1=O (centres undefined)
  10.1%	10.1
> Cc1ccc(/C=N/Nc2ccc(Cl)c(C(=O)O)c2)s1
  ?	.
> CNC(=O)c1ccsc1NC(=O)CS(=O)(=O)c1ccccc1
  ?	.
> O=C(N/N=C1/CCSC1)c1cccc([N+](=O)[O-])c1
  ?	.
> CCN(C(=O)Cn1cnc2c1c(=O)n(C)c(=O)n2C)C1CCS(=O)(=O)C1 (centres undefined)
  ?	.
> CC(=O)Nc1ccccc1C(=O)C(=O)Nc1cccc(C(=O)N2CC(C)CC(C)C2)c1 (centres undefined)
  ?	.
> COc1cc(SC)ccc1C(=O)NCc1ccc(C)cc1
  ?	.
> COc1cc(Cl)c(S(=O)(=O)N2CCOCC2)cc1Cl
  ?	.
> O=C(CSc1nc2nn(-c3ccccc3)c(=O)c-2c2n1CCCCC2)c1ccc(O)c(O)c1
  ?	.
> O=C(Cc1ccc2c(c1)OCCO2)N1CCN(S(=O)(=O)c2cccc(C(F)(F)F)c2)CC1
  8.1%	4.6
> CN(CC(=O)Nc1ccccc1C(F)(F)F)C(=O)Cn1c(=O)oc2ccccc21
  -19.8%	.
> Cc1nn(CC(=O)N2CCc3ccccc3C2)c(C)c1Cl
  ?	.
> O=C(CSc1ncc(-c2ccccc2)n1CC1CCCO1)N1CCCCC1 (centres undefined)
  ?	.
> CC(=O)CC(c1ccccc1)c1c(O)c2ccccc2oc1=O (centres undefined)
  ?	10.8&-4.8
> N#Cc1ccccc1OCC(=O)OCC(=O)NCc1ccc2c(c1)OCO2
  ?	.
> Cc1ccc(C2(C)NC(=O)N(CC(=O)Nc3ccccc3N3CCCCC3)C2=O)cc1 (centres undefined)
  ?	.
> CCc1c(C)nc2nc(SCc3ccccc3Cl)[nH]n2c1=O
  ?	.
> COc1cc(OC)cc(C(=O)NN2CCCCC2)c1
  ?	.
> COc1ccc(Cn2ccc(=O)c(Cc3c(Cl)cccc3Cl)c2C)cc1
  8.1%	-10.9
> COc1ccc(C2=Nn3c(nnc3-c3ccc(OC)cc3)SC2)cc1
  i	-24.1
> Cc1nnn(-c2nonc2N)c1C(=O)N/N=C/c1cccc2ccccc12
  -5.2%	-7.5
> CCOc1ccc(-n2nc3c(Cl)nnc(C)c3c2C)cc1
  15.3%	-19.8
> Cn1cc(SCC(=O)NCCc2ccccc2)c2ccccc21
  8.4%	10.0
> CCOC(=O)C(C)N1C(=O)S/C(=C/c2ccc3c(c2)n(C)c(=O)n3C)C1=O (centres undefined)
  ?	.
> CCOCc1c(C(=O)Nc2ccccc2N2CCN(C)CC2)oc2ccccc12
  ?	.
> Cc1ccc(CNc2ccc(N3C(=O)CCCC3=O)cc2[N+](=O)[O-])cc1
  ?	.
> COc1ccccc1C(=O)NCCC(=O)NC1=NCCS1
  ?	.
> CCOC(=O)C1=C(C)N(c2ccccc2)C(=O)C1
  0.5%	-0.4
> CCOC(=O)c1cc(-c2ccc(C)cc2)n(CCC(=O)NCCCOC)c1C
  ?	.
> c1cncc(-c2nc(-c3ccc4c(c3)OCO4)cs2)c1
  ?	.
> O=C(c1cc(-c2ccccc2)on1)N1CCN(Cc2ccc3c(c2)OCO3)CC1
  ?	.
> CC(=O)c1ccc(NC(=O)CCCN2C(=O)C(c3ccccc3)Oc3cccnc32)cc1 (centres undefined)
  i	-3.1
> Nc1nc(CN2CCN(c3cccc(Cl)c3)CC2)nc(N2CCCc3ccccc32)n1
  ?	.
> N#Cc1cc(-c2ccccc2)nc(NN)n1
  4.0%	-5.6
> COC(=O)/C=C1\N/C(=N\c2nc(C)cc(C)n2)N(c2ccccc2)C1=O
  6.2%	0.6
> Cc1ccc(C)c(-n2c(CNC(=O)c3ccco3)nnc2SCC(=O)Nc2nccs2)c1
  -5.8%	7.8
> Cc1ccc(C)c(NC(=S)NNC(=O)c2cc3c(s2)CCC(C)C3)c1 (centres undefined)
  12.0%	0.4
> CCCN(CC(=O)Nc1ccccc1OC)C(=O)c1ccc(S(=O)(=O)Nc2ccccc2)cc1
  ?	.
> O=C(N/N=C/c1cc(Cl)ccc1O)C(=O)Nc1ccccc1OC(F)(F)C(F)F
  ?	.
> COCCN1C(=O)N(c2cccc(C)c2)C(=O)C1CC(=O)Nc1ccc(OC)cc1 (centres undefined)
  ?	.
> O=C(O)CNC(=O)CC1S/C(=N/N=C2/NC(=O)CS2)NC1=O (centres undefined)
  ?	.
> CC(NC(=O)c1ccc2c(c1)OCO2)C(c1cccs1)N1CCN(c2ccccc2)CC1 (centres undefined)
  ?	.
> COc1cccc(OCCOc2c(OC)cccc2OC)c1
  10.0%	-17.4
> COc1ccc(-c2cc3nc(C)cc(C)n3n2)cc1
  ?	.
> CCOC(=O)C1=C(C)N(C)C(=S)NC1c1ccccc1 (centres undefined)
  18.7%	-10.3
> CCOc1ccc(/C(O)=C2/C(=O)C(=O)N(c3nc(C)c(C)s3)C2c2ccco2)cc1 (centres undefined)
  11.4%	-27.0
> CCOC(=O)C1(Cc2ccc(Cl)cc2)CCN(C2CCC2)CC1
  ?	.
> CCCCCc1cc(=O)oc2c(C(CCN3CCCC3)c3cc(OC)c(OC)c(OC)c3)c(OC)cc(OC)c12 (centres undefined)
  ?	.

Quoted at random: two entries already listed.
Order of results – S3 lipid droplet	S3 lipid droplet cell count max
> COc1ccc(NC(=O)CSc2nnc(-c3ccncc3)o2)c([N+](=O)[O-])c1
  ?	.
> O=C(N/N=C1/CCSC1)c1cccc([N+](=O)[O-])c1
  ?	.
